Screening data (PubChem BioAssay)
pCIP destab: lowers stability of the mouse p/CIP coactivator protein; Q05BA5; F442A p/CIP-EGFP cells, EGFP fluorescence, 16 h; decrease of EGFP signal, % at 10 µM; 0.01% of 290,000 active; AID 1984;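 active = EGFP signal decrease of at least 30% at 10 µM or well 3 SD below plate mean, unless failing retest; inactive = the rest, including hits failing retest or dose response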; note: some compounds called inactive have numbers as strong as hits; many of its hits are not listed in these tables
MEKK3 PB1 HTS: raises or lowers MEK5 binding to the human MEKK3 PB1 domain; bead-based flow cytometry, Alexa488-MEK5 binding to MEKK3; actives lie on both sides; 0 = blocked by unlabeled MEK5, 100 = vehicle; binding response (% of control), % at 10 µM; AID 1529; 1.4% of 290,000 active; Q99759;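 active = binding response more than 3 SD above or below the average of its plate-row segment, actives on both sides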;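 note: Alexa488 bead fluorescence after subtracting the streptavidin-only scavenger bead signal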
IDE cell activ: IDE (human) activation, cell-based; activation, % at 5.96 µM; HEK cells, FAbeta-B cleavage, fluorescence polarization; 0% vehicle, 100% cell-free pure enzyme wells; AID 493087; 0.073% of 340,000 active;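 active = activation above the mean of all tested compounds plus 3 SD, set per screening campaign, cut at about 17% in these data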
PHOSPHO1 inh: inhibitors of human PHOSPHO1 phosphatase. recombinant PHOSPHO1, absorbance phosphatase assay. inhibition, % at 13.3 µM. 1.1% of 290,000 active. AID 1565; in the data active = inhibition above about 60%
FID counter: displaces DNA intercalator in HCV helicase counter-screen; DNA fluorescent intercalator displacement, fluorescence; inhibition, % at 7.9 µM; 0.17% of 290,000 active; AID 1845; in the data active = inhibition above about 37%;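 note: 0% = vehicle and 100% = reference compound; higher means more ethidium bromide displaced from hairpin DNA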
NS3 helicase inh: HCV NS3 helicase inhibition; 0.56% of 290,000 active; AID 1800; NS3 helicase DNA unwinding, Cy5 molecular beacon fluorescence; inhibition, % at 10.9 µM;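 active = inhibition above the mean of all tested compounds plus 3 SD, set per campaign, cut at about 35% in these data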;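 note: 0% = DMSO wells and 100% = thioflavine S control wells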
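System: HCV NS3 helicase fragment; control set: DMSO and thioflavine S; technique: Cy5 fluorescence at 0 and 60 min, beacon hairpin quenching; reagent: beacon DNA duplex substrate plus ATP; replicates: singlicate; schedule: 1 h reaction at 25 °C, ATP-initiated; medium: MOPS buffer pH 6.5 with MgCl2, DTT, Tween20, BSA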
IMP-1 inhibitor: blocks Pseudomonas aeruginosa IMP-1 metallo-beta-lactamase; 0.45% of 290,000 active; inhibition, % at 5.6 µM; purified IMP-1, nitrocefin hydrolysis, epi-absorbance fluorescence;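 active = inhibition above the mean plus 3 SD of all compounds in the same screening run, cut at about 4.5% in these data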;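 note: 0% = IMP-1 with DMSO and 100% = DMSO wells lacking enzyme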
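System: purified IMP-1; amount: IMP-1 0.2 nM before substrate addition; compound: single dose, 5.6 µM; times: 25 °C, 15 min preincubation, 25 min reaction; signal: Epi-absorbance via hydrolysed-nitrocefin quenching of white-plate fluorescence, 480/530 nm, EDTA stop; benchmarks: DMSO with and without IMP-1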
VIM-2 inh: blocks Pseudomonas aeruginosa VIM-2 metallo-beta-lactamase; purified VIM-2, nitrocefin hydrolysis, epi-absorbance fluorescence; inhibition, % at 5.6 µM; 0.89% of 290,000 active;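 active = inhibition above the mean of all tested compounds plus 3 SD, cutoff set per screening run, cut at about 7.5% in these data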;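 note: red hydrolysis product quenches plate fluorescence so inhibitors raise well fluorescence; 0% = enzyme with DMSO and 100% = DMSO without enzyme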
SUMO HTRF inh: SUMOylation inhibition; 0.36% of 290,000 active; P63279; HTRF SUMOylation assay, SAE1/SAE2 + UBC9, in vitro; inhibition, % at 35 µM; in the data active = inhibition above about 50%, passing the limit was not always enough; note: strong numbers were not always called active
Active calls of the source: *; nt = no result given.

compound | pCIP destab | MEKK3 PB1 HTS | IDE cell activ | PHOSPHO1 inh | FID counter | NS3 helicase inh | IMP-1 inhibitor | VIM-2 inh | SUMO HTRF inh
C[C@@]12C(=O)N(c3cccc(Br)c3)C(=O)N1[C@H](c1ccc(Cl)cc1)[C@@H]1C(=O)N(C3CCCCC3)C(=O)[C@@H]12 | -6 | 102 | 1 | -19 | -12 | -50 | -0.3 | -0.5 | 0
Cc1ccccc1C(=O)Nc1cccc(C(=O)N/N=C/c2cc(Cl)cc([N+](=O)[O-])c2O)c1 | 6 | 102 | -4 | -22 | 6 | 17 | -4.7 | -4.5 | nt
CCN1C2=NCCCN2c2cc(C)c(C)cc21 | -5 | 102 | 2 | 1 | 4 | 1 | -2.6 | -1.6 | 14
CN(c1nc2ccccc2n2c(-c3ccco3)nnc12)S(=O)(=O)c1ccccc1 | -6 | 99 | 2 | 8 | 0 | 5 | -2.7 | -1.8 | 7
Cc1cc(C)c(C#N)c(Oc2ccccc2)n1 | -10 | 90 | -6 | 38 | -4 | -6 | -2.1 | -0.6 | -4
Cc1ccccc1NC(=O)c1ccc(N/N=C/c2ccccc2O)c([N+](=O)[O-])c1 | -2 | nt | 4 | 13 | 2 | 3 | -1.5 | -0.4 | 57*
C=CCN(CC=C)C(=O)C1CCC(C(=O)N(CC=C)CC=C)CC1 (stereo unspecified) | 0 | 99 | 1 | 7 | -15 | 2 | -3.0 | -3.8 | -10
Cc1cc(C)nc(/N=C(\N)N2CCCCC2)n1 | -12 | 95 | 4 | 20 | -1 | 8 | -1.7 | -1.9 | 14
O=C1CCCc2nc(N3CCN(c4ccccc4)CC3)ncc21 | -22 | 95 | 7 | 5 | -6 | 20 | -2.2 | -2.5 | 0
CCCNC(=O)c1cc2nc(-c3ccccc3)cc(C(F)(F)F)n2n1 | -23 | 107 | 5 | 3 | -8 | 3 | -7.6 | -4.2 | 13
CCN1CCCC1CNC(=O)C(NC(=O)C1CCC(C)CC1)C(C)C (stereo unspecified) | 0 | nt | 7 | 16 | 2 | 9 | -1.2 | -0.2 | -18
CC(SCC(=O)NC(C)C1CC2CCC1C2)C(=O)O (stereo unspecified) | 0 | 93 | 5 | 2 | 2 | 7 | -2.5 | 0.6 | -4
Cc1ccc(C(C)(C)NC(=O)C2CCC(=O)N(CCCN3CCOCC3)C2)cc1 (stereo unspecified) | -3 | 104 | 0 | 40 | -3 | 2 | -2.0 | -2.5 | 11
C[C@]12CCC3C(CC[C@H]4CC(O)CC[C@]34C)C1CC/C2=N/O (stereo partly specified) | 1 | 110 | -1 | 6 | -29 | -15 | -3.4 | -3.8 | 5
Cc1nc(SCC(=O)NCC2CCCO2)c2c3c(sc2n1)CCC3 (stereo unspecified) | -2 | 98 | 0 | 27 | -40 | -6 | -2.3 | 3.7 | -6
CC(C)CN=CC1=C(O)c2ccccc2C1=O | -5 | 94 | -6 | 13 | -1 | -10 | -1.3 | -1.4 | 29
C/C(=N/NC(=O)c1ccccc1)c1ccc(NC(=O)C(F)(F)F)cc1 | -13 | 102 | -2 | 3 | -2 | 6 | -3.1 | -4.2 | -10
CC1(N(O)C=C2C=CC(=O)C=C2)CCCCC1=O (stereo unspecified) | -13 | 63 | 8 | 32 | 4 | 4 | 0.6 | 6.0 | 1
CCOC(=O)N1CCN(Cc2c(F)cccc2F)CC1 | 4 | 104 | -2 | -3 | 4 | 5 | -4.0 | -2.5 | 3
CCCCCCCCc1nnc(NC(=O)c2ccco2)s1 | 0 | 91 | 2 | 8 | 2 | 8 | -1.2 | -2.0 | 16
COc1ccc(C(=O)NC(C)c2ccc(-n3ccnc3)cc2)c(OC)c1OC (stereo unspecified) | -19 | 106 | -2 | 10 | -29 | -7 | -1.8 | 30* | -4
Cc1ccc(C(C)C)c(OCc2nnc3n2CCCCC3)c1 | -1 | 91 | -19 | -3 | -27 | 0 | -1.0 | -1.0 | 6
Cc1cccc(-c2nnc(SC(C)C(=O)N3CCOCC3)o2)c1 (stereo unspecified) | -1 | 102 | 3 | 4 | -15 | 4 | -2.8 | -3.2 | -1
COc1ccccc1Nc1nc(N)nc(CSC(=S)N2CCCCC2)n1 | -11 | 96 | 3 | 25 | -15 | -6 | -1.6 | -2.9 | 23

A draw from above in order of heavy-atom count, lowest first:
compound | pCIP destab | MEKK3 PB1 HTS | IDE cell activ | PHOSPHO1 inh | FID counter | NS3 helicase inh | IMP-1 inhibitor | VIM-2 inh | SUMO HTRF inh
CC(C)CN=CC1=C(O)c2ccccc2C1=O | -5 | 94 | -6 | 13 | -1 | -10 | -1.3 | -1.4 | 29
CC1(N(O)C=C2C=CC(=O)C=C2)CCCCC1=O (stereo unspecified) | -13 | 63 | 8 | 32 | 4 | 4 | 0.6 | 6.0 | 1
CCCCCCCCc1nnc(NC(=O)c2ccco2)s1 | 0 | 91 | 2 | 8 | 2 | 8 | -1.2 | -2.0 | 16
Cc1cccc(-c2nnc(SC(C)C(=O)N3CCOCC3)o2)c1 (stereo unspecified) | -1 | 102 | 3 | 4 | -15 | 4 | -2.8 | -3.2 | -1
Cc1nc(SCC(=O)NCC2CCCO2)c2c3c(sc2n1)CCC3 (stereo unspecified) | -2 | 98 | 0 | 27 | -40 | -6 | -2.3 | 3.7 | -6
Cc1ccc(C(C)(C)NC(=O)C2CCC(=O)N(CCCN3CCOCC3)C2)cc1 (stereo unspecified) | -3 | 104 | 0 | 40 | -3 | 2 | -2.0 | -2.5 | 11

Other structures:
compound | pCIP destab | MEKK3 PB1 HTS | IDE cell activ | PHOSPHO1 inh | FID counter | NS3 helicase inh | IMP-1 inhibitor | VIM-2 inh | SUMO HTRF inh
Cc1ccc(NC(=O)CSc2n[nH]c(-c3ccncc3)n2)cc1 | -3 | 95 | -8 | 19 | 0 | -2 | -2.1 | -2.8 | 6
CCCn1c(=O)[nH]c(=O)c2c1nc(-c1ccc(C#N)cc1)n2CCOC | -17 | 101 | 4 | 39 | -11 | 7 | -0.6 | -3.0 | 37
COc1cc(NC(=O)c2ccccc2F)ccc1NC(=O)c1cc2ccccc2o1 | -6 | 105 | 0 | 29 | -18 | 0 | -3.4 | -1.3 | 21
COCCCNC(=O)CCn1c(=O)c2ccccc2n(CC(=O)Nc2c(C)cccc2C)c1=O | -9 | 97 | 1 | -6 | -4 | -2 | -2.8 | -4.0 | 7
O=C(/C=C/c1ccccc1)Nc1scc(-c2ccccc2)c1C(=O)O | -8 | 91 | 7 | 37 | -23 | 15 | -0.6 | -3.6 | 22
COc1ccc2c(=O)c3c(=O)n(-c4ccccc4)c(-c4ccc(C)cc4)nc3oc2c1 | -16 | 86 | -1 | 34 | -8 | 8 | 2.2 | 0.4 | 4
CCCCSc1nnc([C@@H](NC(=O)OC(C)(C)C)C(C)C)o1 | -4 | 97 | -6 | 22 | -28 | -1 | -2.9 | -0.1 | 9
Cc1ccnc(NC(=O)C2(c3cccs3)CCOCC2)c1 | 4 | 145* | 2 | -6 | -7 | 7 | -0.2 | -2.8 | -4
Cc1ccc(-c2cc(-c3ccccc3)c3c(N)c(S(C)(=O)=O)sc3n2)cc1 | 1 | 91 | 1 | 82* | -15 | 5 | -0.4 | -0.4 | 8
Cc1oc(S(=O)(=O)N2CCCC2)cc1C(=O)Nc1ccc(F)cc1 | -16 | 106 | 2 | 29 | -8 | -1 | -2.0 | -2.2 | 7
CC(C(=O)NCc1ccccc1)n1cc([N+](=O)[O-])cn1 (stereo unspecified) | -10 | 103 | -2 | 18 | 1 | -3 | -1.2 | -1.7 | 2
CCCCn1c2ccc(F)cc2c2nnc(NN)nc21 | -9 | 99 | 8 | 16 | -20 | -6 | -2.0 | -6.2 | -7
CC1CCC/C(=N/NC(=O)c2ccccc2-n2cccc2)C1 (stereo unspecified) | -3 | 86 | 1 | -12 | -6 | 1 | -1.1 | -3.3 | 17
O=C(CSc1nn(-c2ccc(F)cc2)c(=S)s1)N1CCN(C(=O)c2ccco2)CC1 | 6 | 105 | -2 | -15 | -24 | 0 | -2.7 | -2.8 | -4
Fc1cccc(CSc2nnc3ccc(-c4ccncc4)nn23)c1 | -7 | 102 | 11 | -29 | -11 | 15 | -0.7 | -1.7 | 22
Cn1ncc(Cl)c1C(=O)Nc1cccc(Cl)c1 | -10 | 82 | -4 | -20 | 1 | 1 | 1.0 | 1.9 | 1
CCn1c(SCC(=O)Nc2ccc(C(C)=O)cc2)nc2c([nH]c3ccccc32)c1=O | 8 | 98 | 0 | 29 | -25 | 10 | -1.6 | -2.3 | -8
O=C(/C=C/c1ccc(S(=O)(=O)NCc2ccco2)cc1)NCc1ccccc1Cl | -1 | 95 | 4 | 6 | -15 | -10 | -3.4 | -2.9 | -19
O=C(c1cc2c(s1)CCCC2)N1CCN(c2ccccc2)CC1 | -5 | 100 | 5 | -10 | -12 | -18 | -0.7 | -0.9 | -2
CC1CCCCN1C(=O)c1ccc(COc2ccc([N+](=O)[O-])cc2)o1 (stereo unspecified) | 4 | 102 | -1 | -19 | -22 | -4 | -2.2 | -2.6 | -14
Nc1c(C(=O)N2CCCC2)sc2nc3c(cc12)CCCCCC3 | 8 | 81 | 3 | 38 | -6 | 1 | -0.7 | -1.6 | 12
CC(C)NC(=O)c1cc2n(n1)C(C(F)(F)F)CC(c1ccco1)N2 (stereo unspecified) | 12 | 101 | 4 | -23 | -12 | -1 | -3.4 | -2.8 | 7
CC1CC(C)CN(S(=O)(=O)c2ccc(C(=O)NCc3ccc4c(c3)OCO4)cc2)C1 (stereo unspecified) | -4 | 100 | 6 | -1 | -15 | -4 | -1.2 | -0.3 | -18
O=C(c1ccccc1F)N1CCC(N2CCCCCC2)CC1 | -4 | 94 | -2 | 7 | 12 | -8 | -7.7 | -1.8 | -14
Cc1nc2ccccc2cc1C(=O)N/N=C/c1cccc([N+](=O)[O-])c1 | 9 | 85 | 0 | -9 | -4 | 2 | -0.5 | -1.3 | 20
CC(=O)N1CCN(c2ccc(NC(=S)NC(=O)c3ccccc3)cc2)CC1 | -3 | 107 | 3 | -2 | -2 | -4 | -3.2 | -2.9 | -1
O=C(NCCN1CCN(c2ccccc2)CC1)Nc1ccccc1Cl | 3 | 102 | -3 | 51 | -1 | -20 | -1.5 | -3.9 | 11
C=CCNC(=S)Nc1nc2c(cc1C(=O)OCC)CCCC2 | -4 | 102 | 7 | -9 | -7 | 2 | -3.4 | -3.7 | -9
COc1ccc(S(=O)(=O)N(CC(=O)NCC2CCCO2)c2ccc(Cl)cc2)cc1 (stereo unspecified) | -1 | 98 | 0 | 32 | -36 | -5 | -3.5 | -4.0 | -12
COc1ccc(C(=O)Nc2ccc3[nH]ncc3c2)cc1 | -8 | 105 | 3 | 29 | 1 | 1 | -2.1 | -1.1 | 4
C=CCOC(=O)C1=C(C)NC(=O)NC1c1ccc(O)cc1 (stereo unspecified) | -4 | 105 | -3 | 20 | -1 | 4 | -3.5 | -1.0 | 1
COc1ccc(N=C2S/C(=C\c3ccc(C)o3)C(=O)N2CC(C)C)cc1 | -1 | 102 | -1 | 19 | -1 | 8 | -5.0 | -1.3 | -15
O=C(CSc1nc2[nH]ncc2c(=O)[nH]1)Nc1nccs1 | 3 | 105 | nt | 48 | -2 | -2 | -2.4 | -2.2 | 5
Cc1cccc(C)c1NC(=O)NC1(C(=O)N2CCCCC2)CCCCC1 | -6 | 102 | 2 | 46 | -19 | -3 | -1.4 | -1.0 | -10

These rows are one share of the data; the hit share may differ from the screen's.
